Vif-A3F inh: inhibitors of Vif-A3F interaction | HeLa A3F-eYFP + Vif (tagged APOBEC3F with the HIV-1 protein that degrades it), YFP fluorescence increase | Potency, µM (top dose mostly 46.1 µM), without a hit: at the top dose activity, negative = active | hit rate 0.2% among 390,000; note: potency is the fitted concentration of half-maximal effect; % of control where 0% means no effect; nearly all actives have a fitted effect of over 65% in size
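HeLa cells stably expressing A3F-eYFP plus Vif, plated and incubated overnight at 37 deg C, then exposed to compounds overnight at 37 deg C. Blocked degradation read as raised yellow fluorescence (Ex 488/Em 500-530).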
IDH1 R132H inh: inhibitors of human mutant IDH1 R132H | O75874 | IDH1-R132H enzyme, NADPH consumption, diaphorase/resazurin fluorescence | Potency, µM (highest dose often 76.6 µM), inactives show at the top dose activity change, negative = inhibition, most hits filed as inhibitors | hit rate 0.093% among 390,000 | AID 602179; note: potency is the fitted concentration of half-maximal effect; % is set by controls: 0 for no effect and ±100 for the full control effect; nearly all actives have a fitted effect of over 65% in size
Target sequence (O75874 whole entry R132H, stated change not applied): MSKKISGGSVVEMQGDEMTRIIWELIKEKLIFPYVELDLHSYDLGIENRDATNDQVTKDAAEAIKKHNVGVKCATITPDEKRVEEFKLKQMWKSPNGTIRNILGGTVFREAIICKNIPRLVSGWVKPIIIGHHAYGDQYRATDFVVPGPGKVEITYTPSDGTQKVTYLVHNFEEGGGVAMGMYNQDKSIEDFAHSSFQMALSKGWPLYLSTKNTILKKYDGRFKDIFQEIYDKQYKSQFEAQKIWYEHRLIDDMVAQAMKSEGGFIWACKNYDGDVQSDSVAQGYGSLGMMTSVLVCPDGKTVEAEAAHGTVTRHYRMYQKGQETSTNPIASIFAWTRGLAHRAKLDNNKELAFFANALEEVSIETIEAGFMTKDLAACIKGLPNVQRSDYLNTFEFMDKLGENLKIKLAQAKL
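IDH1-R132H (0.5 ug/mL dispensed) in pH 7.5 Tris buffer was preincubated 30 min with compound, then given a substrate mix of 0.016 mM NADPH and 2 mM alpha-KG for 80 min at room temperature; remaining NADPH was read by diaphorase/resazurin fluorescence.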
Vif-APOBEC3G blk: inhibitors of Vif-APOBEC3G interaction; Q9HC16; HeLa A3G-eYFP + Vif (tagged APOBEC3G with the HIV-1 protein that degrades it), YFP fluorescence, overnight; Potency, µM (series often up to 46.1 µM), for the others: at the highest dose activity, negative = active, most hits filed as inhibitors; hit rate 0.076% among 410,000;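 note: potency is the fitted concentration of half-maximal effect; % is set by controls: 0 for no effect and ±100 for the full control effect; nearly all actives have a fitted effect of over 60% in size; hits raise eYFP signal because A3G escapes Vif-driven loss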
Target sequence (Q9HC16 whole entry, looked up): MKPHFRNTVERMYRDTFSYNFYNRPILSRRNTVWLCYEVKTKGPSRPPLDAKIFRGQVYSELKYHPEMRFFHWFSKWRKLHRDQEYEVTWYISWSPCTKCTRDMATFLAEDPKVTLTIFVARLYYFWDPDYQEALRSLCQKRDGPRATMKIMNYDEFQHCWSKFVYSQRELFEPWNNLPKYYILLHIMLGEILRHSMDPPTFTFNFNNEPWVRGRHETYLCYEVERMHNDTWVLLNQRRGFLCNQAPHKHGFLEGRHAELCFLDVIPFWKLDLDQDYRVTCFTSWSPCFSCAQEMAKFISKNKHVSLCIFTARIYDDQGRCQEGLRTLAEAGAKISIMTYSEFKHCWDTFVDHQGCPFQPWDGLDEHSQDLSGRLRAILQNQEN
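HeLa cells stably expressing Vif and C-terminally eYFP-tagged A3G, seeded overnight at 37 deg C, then exposed to compound by pintool overnight at 37 deg C. Rise in yellow fluorescence (Ex 488/Em 500-530, Acumen) marks blocked Vif-driven A3G degradation.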
rTrxR1 inhibitor: rat TrxR1 inhibition. Potency, µM (series often up to 114 µM), inactives show at the top dose activity change, negative = inhibition, actives largely listed as inhibitors. O89049. hit rate 1% among 390,000. AID 588453. recombinant rTrxR1, NADPH fluorescence consumption, selenite substrate; note: potency is the fitted concentration of half-maximal effect; % is set by controls: 0 for no effect and ±100 for the full control effect; nearly all actives have a fitted effect of over 65% in size
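Rat TrxR1 (90 nM in the dispensed reagent) was pre-reduced with 400 uM NADPH for 5 min at room temperature, then incubated with compound for 15 min. After 400 uM selenite was added, NADPH fluorescence (Ex 340/Em 450 nm) was followed for 8 min.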
Glioma ERSR ind: inducers of ER stress response in human glioma cells | U87-MG GRP78 promoter luciferase reporter, 16 h | hit rate 0.02% among 420,000 | Potency, µM, without a hit: top-dose activation, most hits filed as activators; note: potency is the fitted concentration of half-maximal effect; series mostly up to about 76 µM; % of control where 0% means no effect; nearly all actives have a fitted effect of over 35% in size
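Stably transfected U87-MG glioma cells carrying a GRP78-based luciferase sensor; 16 h compound incubation. Luminescence end-point read 10 min after Bright-Glo addition at room temperature.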
LDHA inh: inhibitors of human lactate dehydrogenase A. purified LDHA, NADH/diaphorase-resazurin fluorescence; hits give low values. activity change, % (values are at about 110 or 230 µM). hit rate 0.15% among 480,000; in the data active = activity change below about -30%; inconclusive = mostly about -25% to -30%;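 note: plate controls were DMSO wells for no effect and wells without enzyme for full effect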
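Resorufin fluorescence (ex540/em590), read at 0 and 20 min after diaphorase/resazurin addition, reports the NADH left after a 5 min room-temperature reaction of 2 nM human LDH5 with 0.06 mM NADH and 0.2 mM pyruvate.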
USP1 inh: blocks the human USP1/UAF1 deubiquitinase complex | hit rate 0.23% among 390,000 | AID 743255 | Potency, µM (top dose mostly 57.1 µM), without a hit: at the top dose activity change, negative = inhibition, usual class: inhibitors | O94782 | recombinant USP1/UAF1, Ub-Rhodamine cleavage fluorescence; note: potency is the fitted concentration of half-maximal effect; % is set by controls: 0 for no effect and ±100 for the full control effect; nearly all actives have a fitted effect of over 60% in size; inactives centre near -12
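1 nM enzyme complex + cpd, 15 min RT; start with Ub-Rho 150nM final; kinetic fluorescence ex 480/em 540, 6 reads q60 s. Buffer 50mM HEPES pH 7.8, 0.5mM EDTA, 0.1 mg/ml BSA, 1mM TCEP, 0.01% Tween-20.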
RGS4 inh: blocks human RGS4-accelerated GTP hydrolysis. P49798. Transcreener GDP fluorescence polarization, RGS4-accelerated GTP hydrolysis. Potency, µM (titrated, usually from 114 µM), for the others: at the highest dose activity change, negative = inhibition, most hits filed as inhibitors. hit rate 0.039% among 390,000. AID 504845; note: potency is the fitted concentration of half-maximal effect; % is set by controls: 0 for no effect and ±100 for the full control effect; nearly all actives have a fitted effect of over 75% in size; some results filed as inactive show a strong effect at the top dose
Target sequence (P49798 whole entry, looked up): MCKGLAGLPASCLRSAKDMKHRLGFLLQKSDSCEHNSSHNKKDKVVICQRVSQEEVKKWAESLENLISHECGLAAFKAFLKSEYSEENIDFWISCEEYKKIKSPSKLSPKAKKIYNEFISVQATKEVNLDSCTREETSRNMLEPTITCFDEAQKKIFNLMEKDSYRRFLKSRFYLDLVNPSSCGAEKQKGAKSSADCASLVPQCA
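MLSMR compounds (23 nl, pin-transferred) preincubated 10 min at room temperature with a 500nM (2x) first reagent, then RGS4 at 900nM (2x) plus Transcreener GDP mix added; fluorescence polarization (620/688 nm) read before and after 90 min at 30 °C.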
TrxR1 substrate: substrates of rat thioredoxin reductase 1; O89049; hit rate 0.01% among 390,000; Potency, µM (doses to about 114 µM), for the others: at the highest dose activity change, negative = substrate turnover; purified TrxR1 substrate turnover, NADPH consumption readout; note: potency is the fitted concentration of half-maximal effect; % is set by controls: 0 for no effect and ±100 for the full control effect; nearly all actives have a fitted effect of over 50% in size
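Rat TrxR1, dispensed at 90 nM, was prereduced with 400 uM NADPH (final) for 5 min at ~22 deg C, then incubated with compound 15 min before 400 uM selenite. A first-read NADPH fluorescence drop versus no-compound background flagged substrates.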
* marks the source's active call; other numbers are inactive results; ? = inconclusive; . = not tested or not shown; & = joins results of further samples; [ ] = another dose, or the depositor's remark. Unless noted, calls come from the whole dose curve; as a rule, active = well fitted curve in the direction sought with a large enough effect; inconclusive = small, poorly fitted or top-dose-only effect, or another doubt; inactive = no such curve, though single readings can be large; an effect the other way counts as inactive or inconclusive. Some of the compounds tested; rates above refer to the full screens.

Compound,Vif-A3F inh,IDH1 R132H inh,Vif-APOBEC3G blk,rTrxR1 inhibitor,Glioma ERSR ind,LDHA inh,USP1 inh,RGS4 inh,TrxR1 substrate
COc1ccc(N(CC(=O)Nc2ccc(F)c(F)c2)S(=O)(=O)c2c(C)n[nH]c2C)cc1,-5%,-10%,0%,24%,-5%,-14,-22%,-7%,-1%
CC(=O)c1ccc(NC(=O)c2ccccc2-c2ccccc2C(=O)O)cc1,1%,-4%,0%,18%,-4%,-4,-7%,14%,-1%
O=C(C(=O)N1CCc2ccccc2C1)c1c[nH]c2ccccc12,2%,-5%,2%,14%,2%,-6,-1%,17%,-1%
Cc1cc(C(=O)Nc2cccc3ncccc23)no1,.,8%,-2%,-6%,-2%,0,0%,47%,-5%
Cc1ccc(C)c(NC(=O)Cn2c(=O)n(CCC(C)C)c(=O)c3cccnc32)c1,3%,3%,1%,3%,-3%,-7,-1%,3%,3%
O=C(/C=C/c1ccc(S(=O)(=O)N2CCOCC2)cc1)NCCCn1ccnc1,1%,-3%,6%,12%,10%,0,-4%,0%,5%
CC(NS(=O)(=O)c1ccc(CCC(=O)NCc2cccnc2)cc1)c1ccccc1 (stereo unspecified),2%,3%,1%,14%,-5%,-6,-8%,-5%,2%
O=c1[nH]c(C2CCN(S(=O)(=O)c3ccc(C(F)(F)F)cc3)CC2)nc2c1nnn2Cc1cccc(F)c1,-2%,8%,-9%,47%[activator][57.1 µM],1%,-3,-22%,2%,-9%[57.1 µM]
COC(=O)CC1(C(=O)OC)Oc2ccc(Br)cc2C(=O)N1c1cc(Cl)c(Cl)cc1Cl (stereo unspecified),-2%,17%,-2%,32%,0%,-5,-22%,-6%,5%
COc1cccc(C(=O)NCc2nnc(SCC(=O)Nc3nccs3)n2-c2cccc(C)c2)c1,-10%,-7%,1%,12%,2%,-12,-9%,-9%,3%
CS(=O)(=O)N1CCN(C(=O)C(Sc2ccccc2)c2ccccc2)CC1 (stereo unspecified),-7%,0%,0%,18%,-2%,2,-2%,-16%,-1%
COc1ccc(-n2nc(C(=O)N3CCN(c4ccc(F)cc4)CC3)c3c4ccccc4n(C)c3c2=O)cc1,.,.,.,7%,.,-3,-26%,0%,2%
O=C(CCNS(=O)(=O)c1ccc2c(c1)CCCC(=O)N2)NCc1ccccc1Cl,2%,-8%,-2%,-3%,-3%,1,-17%,14%,-2%
Cc1ccn(CCC(=O)N2CCc3ccccc32)n1,0%,-9%,3%,8%,2%,-6,-12%,5%,-5%
Cc1cc(S(=O)(=O)Nc2ccc(C(=O)NCC(c3ccccc3)N(C)C)cc2)ccc1F (stereo unspecified),3%,3%,-5%,10%,-2%,-4&3,-12%,19%,1%
CC(C)CC(=O)N1CCC(O)(CS(=O)(=O)Cc2ccccc2)CC1,-3%,-3%,2%,18%,-5%,-11,-14%,-20%,4%[0.457 µM]
COc1cc(/C=N/NC(N)=O)ccc1OCC(=O)N1C(C)CCCC1C (stereo unspecified),-1%,-11%,1%,19%[57.1 µM],-1%,-8,-2%,-42%,4%
COc1ccccc1N1CCN(C(=O)c2ccc(CS(=O)(=O)c3ccccc3OC)o2)CC1,-9%,2%,0%,18%[57.1 µM],0%,1,1%,23%,3%[57.1 µM]
NS(=O)(=O)c1ccc(NC(=O)COC(=O)CSc2n[nH]c(-c3ccccc3)n2)cc1,1%,5%,4%,8%[2.29 µM],0%,0,-11%,-22%,9%[57.1 µM]
Cc1ccc(C)c(NC(=O)NCc2ccc3c(c2)CCN3C(=O)c2ccccc2)c1,-4%,1%,-1%,14%[57.1 µM],-4%,2,-28%,-25%,-5%[57.1 µM]
Cc1cc(SCC(=O)N/N=C/c2cccnc2)nc2c(C)cccc12,24%,-1%,-11%,43%[57.1 µM],-3%,-1,-20%,5%,11%
COC(=O)c1c(C)oc2c1cc(NS(=O)(=O)c1c(C)cc(C)cc1C)c1ccccc12,-6%,27%,-9%,15%,-4%,17,-22%,-131%,-3%
CCN(CC)S(=O)(=O)c1ccc2c(c1)nc(CCC(=O)Nc1cccc(C(F)(F)F)c1)n2CC,2%,0%,-1%,13%,-5%,-2,?,10%,-6%
C#CCNC(=O)C1=C[C@H](c2ccc(Br)cc2)C[C@H](OCCCCO)O1,3%,0%,0%,-30%,-5%,1,-23%,-8%,-2%
COC(=O)c1ccccc1NC(=O)c1sc(=S)n(C)c1N,7%,-5%,-7%,-11%,4%,-5,3%,-19%[11.4 µM],-5%
Cc1cc2nc3ccc(=[N+](C)C)cc-3sc2cc1N,6%,42%[activator],2%,19%[57.1 µM],-2%&-15%,10,?,-140%[56.9 µM],-16%[57.1 µM]
C/C(=N\NC(=O)Cn1cnc2ccccc21)c1cccs1,-1%,1%,-1%,1%[57.1 µM],-1%,1,-25%,-18%,-2%[57.1 µM]
O=C(C[n+]1ccc2ccccc2c1)c1ccc(F)cc1,.,.,-12%,-6%,-4%,.,.,.,11%
CCCCCc1ccc(-c2nnc(N)s2)cc1,9%,6%,-3%,8%[57.1 µM],10%,-2,-23%,-10%,-1%[57.1 µM]
CN(C)Cc1c(C(=O)Nc2ccccc2)[nH]c2ccccc12,-5%,-5%,-4%,16%[57.1 µM],5%,-9,-23%,?,12%[57.1 µM]
CNC(=O)CSCc1c(Cl)cccc1Cl,3%,4%,0%,21%,-2%,-8,-2%,2%,14%
CCc1ccc(NC(=O)c2cnn(-c3ccccc3)c2C2CCNCC2)cc1,-23%,14%,2%,25%,-5%,-1,-21%,-3%[11.4 µM],5%
CCS(=O)(=O)CCSc1nc2ccccc2o1,4%,-6%,4%,15%,-2%,-10,-20%,-11%,10%
COc1ccc2oc(C(=O)NCCC(C)C)c(C)c2c1,9%,6%,0%,4%[57.1 µM],-2%,-2,-2%,-12%,29%
COC(=O)N1C(=O)[C@](Cc2ccccc2)(c2ccccc2)N1C(=O)OC,5%,-8%,?,4µM*,-2%,-1,-27%,-35%,-4%
O=[N+]([O-])c1ccc(N2CCN(Cc3ccccc3)CC2)c2c1no[n+]2[O-],?,-10%,7.9µM*,.,-13%,36,?,.,.
CS(=O)(=O)N1CCN(C(=O)C2c3ccccc3Oc3ccccc32)CC1,-6%,14%,2%,49%[activator],-2%,3,4%,1%,34%[activator]
CCN(CC)C(=O)N1c2ccccc2CC(N(CC)CC)c2ccccc21 (stereo unspecified),1%,2%,-7%,-9%,-2%,2,-2%,-15%,-7%
O=C1c2ccccc2NC(c2ccco2)N1NS(=O)(=O)c1ccccc1 (stereo unspecified),1%,-13%,4%,-2%,-3%,-6,-15%,8%,25%
O=C(CN1C(=O)c2ccccc2S1(=O)=O)NCc1ccccc1Cl,-4%,-6%,3%,19%,-4%,7,-22%,17%,1%
Cc1ccc(NC(=O)c2cc(C)on2)cc1,-8%,11%,0%,10%,3%,-8,-12%,31%,-5%
COc1ccc(-n2nnnc2SCC(=O)N(C)C2CCS(=O)(=O)C2)cc1 (stereo unspecified),4%,2%,0%,12%[57.1 µM],-2%,-1,-13%,7%,-2%[57.1 µM]
N#Cc1ncc(-c2ccc3c(c2)OCCOCCOCCOCCOCCO3)nc1C#N,?,3%,1%,-1%,-5%,-4,-16%,-9%,-2%
Nc1nc(SCc2ccccc2Cl)ns1,-7%,14%,0%,20%,1%,-10,-23%,-11%[56.9 µM],5%
COc1ccc(N=[N+]([O-])c2ccc(OC)cc2)cc1,-16%,9%,0%,19%,-9%,-3,1%,6%,-2%
COc1ccc(C(CNC(=O)/C=C/c2c(Cl)nc3ccccn23)N(C)C)cc1 (stereo unspecified),1%,0%,-3%,18%[57.1 µM],-3%,-9,-11%,-9%,7%[57.1 µM]
O=C(NCc1ccccc1)c1cc(-c2ccco2)on1,1%,10%,1%,-20%,5%,12,-16%,-28%,6%
Cc1cccc(C(=O)Nc2ccn(C)n2)c1,-23%,2%,-2%,18%[57.1 µM],-4%,-6,-13%,11%,10%[57.1 µM]
O=C(CSc1nnc(CNc2ccc(F)cc2)n1CC1CCCO1)N1CCOCC1 (stereo unspecified),4%,-3%,0%,-4%[57.1 µM],-3%,-17,0%,8%,-5%[57.1 µM]
C/C(N)=C(/C#N)C(=O)COC(=O)CNS(=O)(=O)c1ccc(C)cc1,13%,-13%,8%,18%,-7%,-5,-17%,-11%,-1%
CCc1nnc(SCc2ccc(OC)cc2)c2cc3sc(C)cc3n12,-2%,-15%,7%,12%,-2%,-3,-4%,-5%,-3%
C[C@H]1Cn2cnc(C(=O)Nc3ccc(CNC(=O)OC(C)(C)C)cc3)c2C(=O)N1,-2%,-4%,4%,.,-4%,-3,7%,.,.

High-throughput results from PubChem BioAssay.
